TAG inh = inhibitors of triacylglycerol accumulation; H9c2 cells, Nile Red lipid (TAG) fluorescence; cells loaded with 200 µM oleic acid; inhibition, % at 12.5 µM; hit rate 0.66% among 230,000; AID 651582;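 active = pattern-corrected inhibition of lipid staining of at least 50% with the nuclear-stain viability signal not falling by more than 50%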;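 also: 0% = DMSO wells and 100% = triacsin C control wells; some results filed as inactive read as strong as hits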
TAG inh DAPI viability = further read-out of TAG inh, marked with its call; DAPI nuclei signal change (viability), lower = more cytotoxic, %;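 whole-well DAPI fluorescence read on a plate reader as a viability signal; minus 50 percent equals half of cells still viable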
An asterisk follows results filed as active. This is a subset. The share of hits here may be higher or lower than overall.

Below each SMILES – TAG inh DAPI viability, TAG inh
- CCO[C@@H]1OC(C(=O)N2CCN(Cc3ccc4c(c3)OCO4)CC2)=C[C@H](c2ccc(C(F)(F)F)cc2)[C@H]1CCCO
→ 5, 22
- COc1ccccc1-c1ccc2c(c1)C(C)(Cc1cc(Cl)ccc1C(F)(F)F)C(=O)N2 (configuration not stated)
→ 6, -8
- Cc1ccc(S(=O)(=O)N2Cc3ccccc3CC2C(=O)N(C)C)cc1 (configuration not stated)
→ 7, -9
- O=C(c1ccccc1)c1ccc(OCCOCCN2CCN(Cc3ccccc3)CC2)cc1
→ 2, -7
- Cc1ccc(S(=O)(=O)N(CC(=O)Nc2cccnc2)c2cccc(Br)c2)cc1
→ -10, -20
- Cc1cc[n+](CC(=O)N2CCCc3ccccc32)cc1
→ -1, -3
- CCCCN(C(=O)CCC(=O)Nc1cc(C)on1)C(C(=O)NC(C)(C)C)c1cccc(OC)c1OC (configuration not stated)
→ -1, 3
- CCOc1cc(N2CCOCC2)c(OCC)cc1NC(=O)COC(=O)C1CCCN1S(=O)(=O)c1ccccc1F (configuration not stated)
→ -8, 17
- Cn1c(=O)c2c(ncn2CC(=O)Nc2ccc(Cl)cc2Cl)n(C)c1=O
→ -1, 3
- COCCn1c(SCC(=O)c2ccc3c(c2)OCCO3)nnc1-c1ccoc1C
→ -7, 0
- O=C(NCc1cccs1)C1CCN(S(=O)(=O)c2cccc3nsnc23)CC1
→ -7, -1
- COc1ccccc1NS(=O)(=O)c1ccc(C)c(C(=O)NCCCN2CCCC2=O)c1
→ 6, 8
- O=C(Nc1ccc(-n2cnnn2)cc1)C1CCCN1C(=O)NC1CCCCC1 (configuration not stated)
→ 2, -11
- COc1ccc(C2(C)NC(=O)N(CC(=O)c3cc(C)n(C4CC4)c3C)C2=O)cc1 (configuration not stated)
→ -17, 35
- COc1cc(/C=C/C(=O)OCC(=O)N2CCCc3ccccc32)ccc1OCC#N
→ -4, -3
- CCCC(=O)N1CCC1(C)C(=O)NS(=O)(=O)c1ccc(C)cc1 (configuration not stated)
→ -5, 9
- O=C(Nc1ccc(Cl)cc1)C1CCC(=O)N1Cc1ccccc1Cl (configuration not stated)
→ 8, 10
- O=C(Cc1cccs1)NCCn1ccc2ccccc21
→ -11, 2
- CCCCCNC(=O)Cc1ccc(OC)cc1
→ 3, 13
- COc1ccc(OC(F)(F)F)cc1CC1(C)C(=O)Nc2ccc(-c3ccsc3)cc21 (configuration not stated)
→ 4, -3
- Cc1ccc(-c2cc(C(=O)NCc3cnn(C)c3C)c3cc(Br)ccc3n2)cc1
→ 4, 23
- CC(Sc1ncnc2sccc12)C(=O)Nc1ccc(C(N)=O)cc1 (configuration not stated)
→ 7, -8
- CCOc1ccccc1NC(=O)C(=O)NCCC1=CCCCC1
→ -6, 15
- COc1ccc(-c2nnn(Cc3ccccc3)n2)cc1OC
→ -17, 1
- Cc1ccc(S(=O)(=O)N(C)C)cc1NC(=O)COC(=O)CCC(=O)c1ccc(F)cc1
→ -3, 7
- Nc1nnc(SCc2cn3cc(Cl)ccc3n2)s1
→ -8, 25
- CC(=O)Nc1ccc(S(=O)(=O)NNC(=O)NC23CC4CC(CC(C4)C2)C3)cc1
→ -2, -9
- O=c1c2ccccc2nnn1CSc1ccc2c(c1)OCCO2
→ -14, 10
- CC(C)CC1C(=O)N(Cc2cn(CCC3OCCCO3)nn2)CCS(=O)(=O)N1Cc1ccc(-c2cccc(CO)c2)cc1 (configuration not stated)
→ -13, 4
- CC1CC(C)CN(CC(=O)N2CCCc3c2c(=O)oc2ccc(OCc4ccccc4)cc32)C1 (configuration not stated)
→ 13, 6
- CC(SCc1ccccc1)C(=O)NCc1ccccn1 (configuration not stated)
→ 10, -11
- N#Cc1c(-c2ccccc2)cc(C2CC2)nc1SCC(=O)c1cccs1
→ 27, -3
- CCCc1nc(SCC(=O)Nc2ccccc2OC)c2c(=O)n(C)c(=O)n(C)c2n1
→ 15, 11
- O=C(O)[C@@H]1[C@@H]2C[C@@H]2CN1c1ncccc1[N+](=O)[O-]
→ 2, -13
- O=c1[nH]c2ccccc2c(O)c1-c1ccccc1[N+](=O)[O-]
→ -6, 7
- Cc1ccc(NC(=O)COc2ccc(Br)cc2CO)cc1S(=O)(=O)N1CCOCC1
→ -2, -38
- CCOC(=O)Cn1c(=O)c2c(nc(Br)n2Cc2ccccc2Cl)n(C)c1=O
→ 1, -7
- Nc1nc(Nc2ccccc2F)nc(NCCO)c1[N+](=O)[O-]
→ -5, 7
- CC1CCCCN1C(=O)COC(=O)c1cccc(NS(=O)(=O)c2ccccc2)c1 (configuration not stated)
→ 4, 5
- CC(=O)N1CC2(CC(c3ccc(Cl)cc3Cl)=NO2)CN1c1cccc(Cl)c1 (configuration not stated)
→ -1, -17
- CC(C)Oc1cccc(C(=O)C2CCCN(C(=O)CCc3cnn(C)c3)C2)c1 (configuration not stated)
→ 3, -9
- CC(C)(C)C1CCC(=NNC(=O)C2COc3ccccc3O2)CC1 (configuration not stated)
→ 1, -8
- Cc1ccccc1S(=O)(=O)/N=C(/Nc1c(C)n(C)n(-c2ccccc2)c1=O)c1ccccc1
→ 2, -7
- O=C(CSc1nnnn1-c1ccc2c(c1)OCCO2)OC1CCCCC1
→ -14, 10
- Cc1cc(OCC(=O)N2CCCC2)ccc1Cl
→ 3, 10
- CC1CCN(S(=O)(=O)c2ccccc2)CC1
→ -5, 1
- O=C(O)c1cn(-c2ccccc2)nc1-c1ccncc1
→ -1, 11
- COc1ccc(-c2nn(-c3ccccc3)cc2CNC[C@H]2O[C@@H](n3cnc4c(N)ncnc43)[C@H](O)[C@@H]2O)cc1
→ -3, 5
- COc1ccc(CC(=O)N(CCC2=CCCCC2)c2c(N)n(Cc3ccccc3)c(=O)[nH]c2=O)cc1
→ -24, 14
- CC(C)n1c(N2CCN(C(=O)NCc3ccccc3)CC2)nc2ccccc21
→ -1, -7
- O=C(NCc1cccnc1)C1CCCN1S(=O)(=O)c1ccc(Cl)cc1 (configuration not stated)
→ 0, -2
- CCn1cc(CN2CCN(CC(C)(C)C)C(CCO)C2)c2ccccc21 (configuration not stated)
→ 6, 1
- Cc1ccc(-c2nc3ccsc3c(=O)o2)cc1
→ 11, -25
- Cc1nc2[nH]onc2c2nccc(=O)c12
→ 8, -22
- CCN(CC)S(=O)(=O)c1ccc(C)c(NC(=O)CN2CCN(Cc3ccccc3)CC2)c1
→ 16, -9
- O=C(CSC(=S)N1CCCCC1)Nc1ncc2c(n1)CC(c1ccco1)CC2=O (configuration not stated)
→ 0, 2
- Cc1ccnc(SCc2cn3c(C)cc(C)nc3n2)n1
→ 7, 15
- Cc1cccc(C(=O)NCC(c2ccc(F)cc2)N2CCOCC2)c1 (configuration not stated)
→ 1, -3
- CCc1ccc(-c2ccc3nnc(SCC(=O)NCC4CCCO4)n3n2)cc1 (configuration not stated)
→ -14, 19
- CN(c1cnn(-c2ccccc2)c(=O)c1Cl)n1cccc1
→ 0, -12

Filtered by structure, the entries above with a tert-butyl group
Below each SMILES – TAG inh DAPI viability, TAG inh
- CCCCN(C(=O)CCC(=O)Nc1cc(C)on1)C(C(=O)NC(C)(C)C)c1cccc(OC)c1OC (configuration not stated)
→ -1, 3
- CC(C)(C)C1CCC(=NNC(=O)C2COc3ccccc3O2)CC1 (configuration not stated)
→ 1, -8
- CCn1cc(CN2CCN(CC(C)(C)C)C(CCO)C2)c2ccccc21 (configuration not stated)
→ 6, 1

Carrying on.
Below each SMILES – TAG inh DAPI viability, TAG inh
- CCN1CCC2(CC1)N=C(c1ccc(F)cc1)C(=S)N2
→ 2, 7
- COCCNC(=O)c1cc(S(=O)(=O)N2CCOCC2)ccc1SCc1cccc(OC)c1OC
→ 0, -1
- NS(=O)(=O)c1ccc(NC(=O)c2cccc3cc4ccccc4nc23)cc1
→ -11, 8
- CCN(CC)c1ccc(NC(=O)c2ccc(Cl)nc2)cc1
→ -9, 12
- O=C(O)CCCCCCCCCC(=O)c1cccs1
→ 9, -4
- O=C(Nc1ccc([N+](=O)[O-])cc1)NN1CCCCCC1
→ 4, -11
- CSc1cccc(CN2CCC(CO)(Cc3ccccc3)CC2)c1
→ 17, -1
- Cc1cc2ccccc2n1CCNC(=O)Cc1ccccc1
→ 3, -6
- Cc1ccnc(NC(c2ccsc2)c2ccc3ccc(C)nc3c2O)c1 (configuration not stated)
→ -11, 9
- CCn1c(SCC(=O)NC2CC2)nnc1-c1ccc(F)cc1
→ 1, 15
- O=C1ON=C(c2ccccc2)/C1=C/c1ccco1
→ -7, -9
- CCn1c(=O)n(CC)c2cc(NC(=O)c3ccccc3Cl)ccc21
→ 1, 2
- COc1ccccc1N1CCN(C2CC(=O)N(c3ccccc3)C2=O)CC1 (configuration not stated)
→ -10, 9
- Nn1c(C2CCC2)nc2ccccc2c1=O
→ -6, 6
- O=C(Cn1c(=O)oc2cc(S(=O)(=O)N3CCCC3)ccc21)NC1CCCc2ccccc21 (configuration not stated)
→ 12, -10
- Cn1cnc2cc(NCc3cccs3)ccc21
→ 3, 0
- C[C@H](CO)N1C[C@H](C)[C@@H](CN(C)S(=O)(=O)c2cccs2)Oc2c(NC(=O)NC3CCCCC3)cccc2C1=O
→ 15, -3
- COc1ccc(C2CC(=O)C3=C(C2)Nc2ncnn2C3c2ccccc2C)c(OC)c1 (configuration not stated)
→ 6, -23
- CC(=O)N=C1SC2CS(=O)(=O)CC2N1c1ccccc1Cl (configuration not stated)
→ 4, -10
- O=C(NCCN1CCc2ccccc2C1)Nc1ccc(F)cc1
→ -8, 4
- O=C(O)c1cccc(-c2ccc(/C=c3/sc4nc5ccccc5n4c3=O)o2)c1
→ -10, 12
- CC(C)c1ccc(NC(=S)NNC(=O)c2cccs2)cc1
→ -1, 13
- CCN(CC)C(=O)C1=C(C)N(Cc2ccc(F)cc2)C(=O)C(CC(=O)NC2CCCC2)C1 (configuration not stated)
→ 6, -22
- CC12C=CC3(O1)C(C(=O)N1CCCOC13)C2C(=O)O (configuration not stated)
→ -11, 5
- CC(C(=O)N1CCOCC1)N1C(=O)c2cccc3cccc(c23)C1=O (configuration not stated)
→ 8, -6
- O=C(Cc1ccccc1)NCC(=O)N/N=C/c1cccs1
→ 1, 3
- O=C(NCc1ccccc1)c1cc(C2COCCN2C(=O)C2CC2)on1 (configuration not stated)
→ 21, 0
- O=C(COC(=O)c1cccnc1Cl)Nc1ccc(N2CCCCC2)cc1
→ -7, -4
- CCOC(=O)c1c(-c2cc(OC)c(OC)c(OC)c2)csc1NC(=O)c1ccccc1
→ 6, -13
- N#CC(c1ccccc1)c1ccc(=O)[nH]n1 (configuration not stated)
→ -10, 12
- CCOc1ccc(N2C(=O)S/C(=C\c3cc(OC)c(OC)c(OC)c3)C2=O)cc1
→ 3, -16
- CCc1nc2c(OCc3ccc(OC)cc3)cccn2c1N(C)C(=O)c1ccco1
→ 0, -10
- O=C(Cc1ccccc1)c1ccc(Cl)cc1
→ 6, -9
- COc1cc2c(cc1OC)C(CC#N)=NC(C)(C)C2
→ -8, 16
- O=C(Cn1[nH]c(=O)c2ccccc2c1=O)NCCN1C(=O)S/C(=C\c2ccccc2)C1=O
→ -4, 12
- CCc1cc(-c2nnn(CCC3COCCO3)c2CC)ccc1-c1cn(Cc2ccc3ccccc3c2)nn1 (configuration not stated)
→ 7, -13
- CCCCCCCCn1c(=O)c(C(=O)OCC)c(O)c2ccccc21
→ -1, -16
- Cc1c(NC(=O)C2(c3ccccc3)CCCC2)c(=O)n(-c2ccccc2)n1C
→ -3, -2
- Cc1ccc(NS(=O)(=O)c2ccc(C(=O)OCC(=O)NCC3CCCO3)cc2)cc1 (configuration not stated)
→ 0, -9
- C/C=C(/C)C(=O)OC1c2c(ccc3ccc(=O)oc23)OC(C)(C)C1OC(C)=O (configuration not stated)
→ -8, -8
- O=C(COC(=O)/C=C/c1ccc([N+](=O)[O-])cc1)Nc1ccc2[nH]c(=O)[nH]c2c1
→ -2, 6
- COc1ccccc1C(=O)c1cc2ccc(O)cc2oc1=O
→ -1, -1
- O=C(CN(Cc1ccccc1F)C(=O)Cn1nnc(-c2cccs2)n1)NC1CCCCC1
→ 2, -8
- NC(=O)c1cccc(Nc2nc(C(N)CCc3ccccc3)cs2)n1 (configuration not stated)
→ 8, 15
- COC(=O)C1=NNC(C(=O)OC)C1c1ccccc1 (configuration not stated)
→ 4, -4
- Cc1ccc(CNc2ccc(O)cc2)cc1
→ -2, -19
- O=C1CC(NNC(=O)c2cccc(F)c2)C(=O)N1 (configuration not stated)
→ -5, 7
- O=C(NC(c1ccccc1)c1ccc2ccccc2n1)C1CCN(Cc2ccc(Oc3ccccc3)cc2)CC1 (configuration not stated)
→ 12, -2
- CC1CCCCN1C(=O)COC(=O)Cc1c[nH]c2ccccc12 (configuration not stated)
→ 6, -7
- O=C1CC(N2CCN(c3ccc(O)cc3)CC2)C(=O)N1c1ccc2c(c1)OCO2 (configuration not stated)
→ -5, -3

Compound profiles, from the list above. Values in the order: TAG inh DAPI viability | TAG inh
Record of CCc1nc2c(OCc3ccc(OC)cc3)cccn2c1N(C)C(=O)c1ccco1 → 0 | -10
Record of COc1ccccc1C(=O)c1cc2ccc(O)cc2oc1=O → -1 | -1
Record of C/C=C(/C)C(=O)OC1c2c(ccc3ccc(=O)oc23)OC(C)(C)C1OC(C)=O (configuration not stated) → -8 | -8
Record of NC(=O)c1cccc(Nc2nc(C(N)CCc3ccccc3)cs2)n1 (configuration not stated) → 8 | 15
Record of O=C(COC(=O)/C=C/c1ccc([N+](=O)[O-])cc1)Nc1ccc2[nH]c(=O)[nH]c2c1 → -2 | 6

Bioassay records (PubChem BioAssay)
